# High-throughput results deposited in PubChem by several laboratories.
# DSG3 Ab inh: human desmoglein-3 autoantibody binding inhibition. DSG3-coupled beads, scFv-anti-DSG3-GFP binding, flow cytometry; active compounds read low. binding (percent of control), % at 10 µM. hit rate 0.48% among 310,000. AID 588358;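 active means binding more than 3 SD below its plate's average and above zero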;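 further: hits lower antibody fragment binding to DSG3; some compounds called inactive have numbers as strong as hits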
# Target sequence (P32926 whole entry, looked up, the tested form may be a part): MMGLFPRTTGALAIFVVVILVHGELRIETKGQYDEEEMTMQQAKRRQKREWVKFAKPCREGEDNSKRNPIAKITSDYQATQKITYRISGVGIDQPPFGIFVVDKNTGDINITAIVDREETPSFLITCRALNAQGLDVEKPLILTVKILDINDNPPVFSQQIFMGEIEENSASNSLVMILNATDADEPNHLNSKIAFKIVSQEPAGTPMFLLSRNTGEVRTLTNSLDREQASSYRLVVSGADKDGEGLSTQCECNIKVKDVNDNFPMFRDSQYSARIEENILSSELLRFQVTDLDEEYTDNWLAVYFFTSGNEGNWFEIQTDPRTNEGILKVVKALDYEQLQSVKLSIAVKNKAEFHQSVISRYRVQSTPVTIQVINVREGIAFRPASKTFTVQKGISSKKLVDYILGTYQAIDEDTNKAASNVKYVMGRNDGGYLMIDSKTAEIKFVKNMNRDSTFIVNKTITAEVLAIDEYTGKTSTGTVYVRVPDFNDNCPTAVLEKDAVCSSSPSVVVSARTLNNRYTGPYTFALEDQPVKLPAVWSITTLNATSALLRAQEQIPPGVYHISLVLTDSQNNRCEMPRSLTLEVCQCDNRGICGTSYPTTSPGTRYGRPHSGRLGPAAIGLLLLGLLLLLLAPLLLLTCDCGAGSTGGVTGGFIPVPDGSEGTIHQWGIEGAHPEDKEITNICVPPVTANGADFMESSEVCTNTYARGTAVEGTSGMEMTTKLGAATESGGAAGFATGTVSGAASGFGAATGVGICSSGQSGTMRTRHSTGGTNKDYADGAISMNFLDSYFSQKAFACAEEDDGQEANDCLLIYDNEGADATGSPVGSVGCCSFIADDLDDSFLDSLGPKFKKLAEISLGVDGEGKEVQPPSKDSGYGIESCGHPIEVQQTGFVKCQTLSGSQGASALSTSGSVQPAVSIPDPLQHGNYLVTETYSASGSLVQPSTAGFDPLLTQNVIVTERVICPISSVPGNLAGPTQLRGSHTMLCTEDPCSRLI
# PKA-R2B act: PKA-R2B complex activation; P22694+P31323; PKA-R2B holoenzyme dissociation, Cy5-IP20 fluorescence polarization; R2B truncated from residue 108, S112A mutant; 0% DMSO only, 100% 113 µM cGMP; AID 504700; activation, % at 11.4 µM; hit rate 0.079% among 340,000;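 active means activation above a cutoff set at the mean over all compounds plus 3 SD, cut at about 18% in these data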;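 further: higher means more holoenzyme dissociation and a rise in polarization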
# Arrestin-AP2 inh: inhibitors of human beta-arrestin and AP2 interaction. FITC-arrestin peptide / GST-AP2 beads, flow cytometry; AP2 beta2 appendage carries R879A mutation. inhibition, % at 10 µM. hit rate 0.31% among 340,000. AID 504490;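 active means inhibition above a set limit, near 3 SD of compounds lacking own fluorescence, cut at about 54% in these data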;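 further: plate controls were DMSO wells for no effect and 5 µM unlabelled arrestin peptide for full effect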
#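 Assay system: GST-AP2 R879A bound to glutathione beads, E. coli-expressed; Medium: PBS with 0.05% Tween 20 and 0.1% BSA; Also added: fluorescein-tagged arrestin peptide at 50 nM final; Timing: 12 min plus 1 h, RT; Measured by: flow cytometry, FL1 (488/535 nm); Evaluation: percent drop in bead-associated FITC signal.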
# V-ATPase pHluor: regulators of yeast V-ATPase proton transport; S. cerevisiae, pHLuorin cytosolic pH fluorescence; response, % at 10 µM; hit rate 0.37% among 350,000; in the data active means response mostly above about 7.3%, no sharp cut-off; inactive means mostly below about 5.4%; further: actives read high; inactives centre near 0; some compounds called inactive have numbers as strong as hits; reference of the scale not given here
# PKA-R1A act: activates the PKA-R1A holoenzyme complex; hit rate 0.083% among 340,000; activation, % at 11.4 µM; P00514+P68181; AID 504707; PKA-R1A dissociation, Cy5-IP20 fluorescence polarization; scaled: DMSO 0%, 113 µM cGMP 100%;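 active means percent activation above the mean of all tested compounds plus 3 SD, cut at about 19% in these data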;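 further: higher means more PKAc released from R1A so a rise in polarization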
# OPRM1-OPRD1 ag: agonists of human mu-delta opioid receptor heterodimerization. activation, % at 9.3 µM. cells, OPRM1-OPRD1 heterodimerization, luminescence. P35372+P41143. hit rate 0.3% among 340,000; in the data active means activation above about 18%;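 further: 0% = vehicle-treated cells and 100% = reference agonist; values of inactives mirror those of a sister screen read the other way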
# HTR5A ag: HTR5A agonism, opioid heterodimer counter-screen; activation, % at 9.3 µM; P47898; HTR5A agonist assay, luminescence, cell-based; hit rate 0.61% among 340,000; in the data active means activation mostly above about 9.5%, no sharp cut-off; inactive means mostly below about 7.6%;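 further: 0% = cells with vehicle only and 100% = reference agonist; strong numbers were not always called active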
# HTR5A inv ctr: counter-screen for OPRM1-OPRD1 inverse agonists: human HTR5A inverse agonism; inhibition, % at 9.3 µM; AID 504634; P47898; HTR5A cell line, luminescence; hit rate 0.083% among 340,000; in the data active means inhibition mostly above about 23%, no sharp cut-off; inactive means mostly below about 18%;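 further: 0% = cells with DMSO and 100% = no-cell wells with DMSO; some compounds called inactive have numbers as strong as hits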
# DAGLB inhibitor: diacylglycerol lipase beta (human) inhibition; HEK293T DAGLB membrane lysate, EnzChek fluorogenic substrate; inhibition, % at 5.17 µM; hit rate 0.059% among 340,000; in the data active means inhibition above about 34%;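 further: 0% = enzyme with vehicle and 100% = wells lacking enzyme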
# OPRM1-OPRD1 inv: inverse agonist of human OPRM1-OPRD1 heterodimerization; cell-based MOR-DOR heterodimer luminescence, inverse agonism; hit rate 0.21% among 340,000; inhibition, % at 9.3 µM; P35372+P41143; AID 504357; in the data active means inhibition above about 22%, passing the limit was not always enough;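 further: 0% = cells with DMSO and 100% = wells without cells with DMSO; values of inactives mirror those of a sister screen read the other way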
# Active calls of the source: *; . = no result given; & = joins results of further samples.
SMILES,DSG3 Ab inh,PKA-R2B act,Arrestin-AP2 inh,V-ATPase pHluor,PKA-R1A act,OPRM1-OPRD1 ag,HTR5A ag,HTR5A inv ctr,DAGLB inhibitor,OPRM1-OPRD1 inv
NC(=O)Nc1ccc(C(=O)OCC(=O)N(Cc2ccccc2)C2CCS(=O)(=O)C2)cc1 (configuration not stated),95,-3,12,-1,-1,-2.5,1,-3,0,14
O=S1(=O)CCOCCCN1Cc1ccccc1,104,1,26,1,-17,-1.4,1,-31,-1,8
Cc1cc(C)n2nc(SCC(=O)c3ccc[nH]3)nc2n1,98,-2,4,-3,22*,-2.5,5,5,-3,14
O=C(O)CSCC(=O)Nc1ccc(Cl)cc1C(F)(F)F,88,-9,3,3,-7,0.3,-2,5,-1,-2
O=C(CNc1ccccc1)NNC1=NCCC1,105,-7,0,0,4,-0.7,-1,2,1,5
CCCCNC(=O)N(C)c1nncnc1C(=O)NC,93,1,12,4,0,0.8,-5,-4,0,-5
CC(C)[C@H](NC(=O)c1ccc(C(C)(C)C)cc1)C(=O)Nc1nnc(C2CC2)s1,104,-6,-1,0,-11,8.7,1,-22,-3,-46
CCc1nnc(NC(=O)C(=O)NCCOC(=O)c2ccccc2)s1,98,-7,-5,-2,-2,2.6,-3,8,-3,-15
O=C(N/N=C/c1ccccn1)c1[nH]c2ccc([N+](=O)[O-])cc2c1-c1ccccc1,81,-6,13,-3,-14,-0.5,2,24,3,2
O=C(Cn1c(-c2ccco2)nc2ccccc21)N1CCCCC1,90,2,-3,0,10,.,.,.,0,.
O=C1c2cccc3cccc(c23)C(=O)N1c1ccc(O)cc1,125,-1,26,1,5,1.8,-2,8,-1,-9
COc1ccc(-c2cc(C(=O)N/N=C/c3cccnc3)c3ccccc3n2)c(OC)c1,.,-2,7,-3,1,-2.7,1,6,-1,13
Oc1ccc(C=NNC(=S)Nc2ccc(F)cc2)c(O)c1,87,-7,2,3,5,1.8,-2,8,8,-10
CCCC(=O)Nc1ccccc1NC(=O)CCC,102,0,2,4,-10,-1.2,-2,-15,0,7
COc1ccc(Cl)cc1N(CC(=O)Nc1ccccc1C(=O)N1CCOCC1)S(C)(=O)=O,105,-5,-8,-1,-9,-3.1,-1,-18,-1,16
COc1cccc2c1OCC/C2=N\NC(=O)C(C)Oc1ccc([N+](=O)[O-])cc1 (configuration not stated),106,-7,7,2,-6,-0.6,-1,2,2,3
O=C(OCC#CCSc1nnc(-c2cccc3ccccc23)o1)c1cnc[nH]1,107,3,3,3,3,-3.0,2,-42,2,14
CC(C)=N/N=C1\NC(=O)C(C)S1 (configuration not stated),.,-4,26,-3,-9,-2.4,6,16,-1,12
Cc1ccc(NC(=O)C(C)Sc2nc3nc(C)cc(C)n3n2)cc1 (configuration not stated),96,0,-2,7,-8,-4.4,6,-6,3,17
Cn1nnnc1SCc1nc2ccccc2[nH]1,.,-1,26,-4,-4,-3.2,-4,-6,-3,15
CCN(CC)C(=S)SCc1csc(CC(=O)Nc2ccccc2C)n1,106,10,29,-2,-6,0.5,1,3,-4,-4
COc1ccc(CN2CCNC(=O)C2CC(=O)NCc2ccc(C)s2)c(OC)c1 (configuration not stated),105,0,1,1,-7,0.6,-3,-5,0,-5
CCN(CC(=O)NC1CCS(=O)(=O)C1)C(=O)c1ccc(S(=O)(=O)N(CC)CC)cc1 (configuration not stated),96,-10,36,-4,-13,-2.5,0,0,1,10
CC1CN(C(C)C(=O)NNC(=O)c2ccc(F)cc2)CC(C)O1 (configuration not stated),110,-5,15,-3,-2,-1.1,2,-10,1,6
CC(=O)NC12CC3CC(C1)CC(C(=O)Oc1ccc(N(C)S(=O)(=O)c4cc(C)ccc4C)cc1)(C3)C2,100,-6,-3,-5,-3,-3.1,-12,30,2,16
Cc1cccc(C)c1OCC(=O)N=Nc1c(O)[nH]c2ccc(Br)cc12,99,-9,4,-1,-1,-1.8,1,-3,4,9
CCOC(=O)c1cc(OC(=O)c2ccccc2)n(-c2ccccc2)n1,97,2,8,-2,3,-1.7,-2,4,1,9
O=C(CSc1ccc(-c2ccco2)nn1)NC1CCCCC1,115,-14,6,-1,-5,-1.8,-1,1,0,9
Cc1ccc(Cn2ncc3c(NCCN(C)C)ncnc32)cc1,92,-14,3,0,-4,-3.2,1,-3,5,17
Cc1cccc(NC(=O)CCn2c(=O)oc3ccccc32)c1,99,-3,46,-2,10,0.8,2,-23,-2,-7
O=C(c1csc2c1CCCC2)N1CCN(c2ncccn2)CC1,100,2,-2,7,-7,-1.9,1,-14,2,10
COC(=O)c1cc(OC)c(OC)cc1NC(=O)c1ccc(C)o1,101,-7,-1,6,-11,-1.9,-1,-13,-6,10
O=C1COc2ccc(S(=O)(=O)Nc3ccc4c(c3)OCO4)cc2N1,109,3,-15,-2,-4,-2.2,3,-9,1,11
CCOc1ccc(/C=N/NC(=O)c2c(C)n(C)c3ccc(OC)cc23)cc1,95,3,-10,1,-5,-2.6,2,-4,2,15
COc1ccc(-c2coc3cc(OC(=O)N4CCOCC4)ccc3c2=O)cc1,97,-9,35,-2,9,-2.9,1,31,-6,14
Cc1cc(O)ccc1Nc1nc(-c2cccs2)cs1,107,-8,8,-1,-2,-1.2,7,-20,1,6
O=C(Nc1cc([N+](=O)[O-])ccc1N1CCCC1)c1cccs1,98,3,-8,3,-10,-2.6,0,-6,-1,18
O=C(Cn1ncc2c([nH]c3ccccc32)c1=O)N1CCCCC1,106,-9,-2,6,-7,-3.3,-3,-2,-1,16
COc1ccc(CC(=O)NNC(=O)CN(C)S(=O)(=O)c2ccc(Cl)cc2)cc1OC,.,2,12,3,1,-2.3,-1,-16,-4,9
CCCCCCCCCCCCCCCCn1cc[n+](C)c1,116&94,-10,30&11,6&6,-3,7.1,12,0,3,-35
CN(CC(=O)Nc1cccc(F)c1)C(=O)c1cc(S(=O)(=O)N(C)C)ccc1N1CCCC1,97,-2,13,-2,-6,-3.7,-1,0,2,19
Cc1cc(C(=O)N2CCC(C(F)(F)F)n3nccc32)on1 (configuration not stated),106,1,2,-1,-2,-0.2,8,27,-2,1
CCOc1ccc(S(=O)(=O)N2CCC(C(=O)NCc3cccnc3)CC2)cc1C,.,-7,6,1,-3,-0.3,5,-4,-3,2
c1ccc2c(N3CCCCC3)nc(N3CCCC3)nc2c1,.,-10,18,-2,3,-0.6,-2,12,1,3
Cn1cccc1CC(=O)NNC(=O)Nc1ccccc1F,100,2,-4,0,-2,-2.4,4,4,-4,9
Cc1cc(/C=C2\SC(=S)N(Cc3ccco3)C2=O)c(C)n1-c1cccnc1,.,-20,0,-10,2,-2.6,-7,22,-4,13
COc1c2c(nc3ccccc13)OC(C(C)(O)COC(C)=O)C2 (configuration not stated),86,-10,34,0,-14,-2.7,-1,25,-1,15
CC(=O)N1c2ccc(S(=O)(=O)N3CCC(C(=O)NCc4ccccc4)CC3)cc2CC1C (configuration not stated),.,-7,-15,3,-11,-2.0,-1,-33,0,11
COc1cc(/C=C(\C#N)C(=O)Nc2ccc3c(c2)OCCO3)ccc1O,98,5,-8,-4,-4,-1.2,3,-10,-6,6
CC(=O)Nc1ccc(S(=O)(=O)N2CCN(S(=O)(=O)c3cccs3)CC2)cc1,100,4,20,2,-5,-2.7,0,1,1,14
# (more compounds)
SMILES,DSG3 Ab inh,PKA-R2B act,Arrestin-AP2 inh,V-ATPase pHluor,PKA-R1A act,OPRM1-OPRD1 ag,HTR5A ag,HTR5A inv ctr,DAGLB inhibitor,OPRM1-OPRD1 inv
CCOC(=O)c1ccc(/C=C2\c3ccccc3C(=O)N2c2ccccc2)cc1F,105,-5,6,-1,-1,1.8,-9,24,-3,-10
CC1(C)C(=O)N(c2ccccc2)C1c1ccccc1O (configuration not stated),107,-4,3,3,5,-1.0,-3,9,2,5
Cc1ccc(C(=O)Nc2nc3ccccc3n2CCN2CCCC2)cc1,115,-4,8,-1,1,.,.,.,0,.
Cc1cc(C(=O)N2CCN(c3cc(Cl)ccc3C)CC2)on1,100,-9,-2,4,-6,-1.1,-2,5,-4,7
Cn1c2c(c(=O)n(C)c1=O)NC1(N2)C(=O)Nc2ccccc21 (configuration not stated),91,-2,1,0,1,-7.3,-3,10,-1,38
COc1cc2c(cc1OC)CN(C(=O)CN1CCN(S(=O)(=O)c3ccccc3)CC1)CC2,101,1,8,0,-6,-0.5,0,-19,1,2
O=C(CC12CC3CC(CC(Br)(C3)C1)C2)OCCN1CCCCC1,119,-5,-19,1,-1,0.6,-1,-52,2,-3
Cc1c(N=C2Nc3cccc4cccc2c34)c(=O)n(-c2ccccc2)n1C,117&110,4&-11,18&-9,-1&1,2&0,-1.7&-2.5,2&-6,-10&-22,-4&-8,9&14
CCCCCCSc1ccc([C@H]2N[C@@](Cc3ccccc3)(C(=O)OC)[C@H]3C(=O)N(C)C(=O)[C@@H]23)cc1OC,100,0,-4,0,-3,-0.7,0,19,-6,4
Cc1ccc(C)c(N2CCN(C(=O)C3CCCN(S(=O)(=O)c4c(C)noc4C)C3)CC2)c1 (configuration not stated),104,1,2,2,-6,0.3,9,-27,-2,-2
COc1ccc(C(=O)NCC(c2cccs2)N2CCc3ccccc32)c(OC)c1 (configuration not stated),99,-15,39,3,-13,5.8,-6,-8,-1,-37
Cc1ccc(NC(=O)CN2C(=O)N/C(=C/c3ccco3)C2=O)cc1,97,-7,16,-5,4,-2.0,2,-19,3,12
OCCSc1nc(N2CCOCC2)nc(N2CCOCC2)n1,98,13,13,0,-7,1.6,-1,7,1,-8
O=Cc1c(Cl)nc2ccccn2c1=O,105,-1,36,-1,0,-3.1,-2,-9,-1,17
O=C(C[n+]1ccn(-c2ccccc2)c1)c1ccc([N+](=O)[O-])cc1,134,-6,-11,0,2,1.5,2,-7,1,-7
COc1cnc(-c2ccccc2)nc1Sc1ccccc1,106,0,-2,0,-6,-0.1,3,17,-7,0
CCc1cc2c(=O)n(N)c(CCC(=O)O)nc2s1,88,2,-1,0,2,-3.2,9,-19,-1,16
C=CCC[C@H](Cc1ccc(F)cc1)C(=O)OC[C@H](C)NC(=O)[C@H](CC=C)CC(=O)NCCO,106,7,.,0,-3,-1.9,-1,14,-1,11
O=C(c1ccc2c(c1)OCO2)c1ccc[nH]1,106,3,.,-3,-3,.,.,.,0,.
NS(=O)(=O)c1ccc(CCNC(=O)c2cnc(Cl)c(Cl)c2)cc1,108,3,-9,-2,5,-1.2,-3,9,2,6
Cc1ccc(N2C(=N)SCC2=O)cc1Cl,118,-3,0,0,-3,-3.6,-2,-42,-1,20
CSc1ccccc1NC(=O)CCc1ccccc1,99,-14,-14,-2,5,0.1,0,0,-1,0
CN(CC(=O)NC1CC(C)(C)NC(C)(C)C1)S(=O)(=O)c1ccc(Br)cc1,92,8,-13,-2,-8,-1.3,3,20,0,7
